Bioassay records from PubChem BioAssay.
S100A4 inh HTS: inhibitors of human S100A4 binding to myosin IIA peptide | P26447 | S100A4/TAMRA-MyoIIA peptide fluorescence polarization | inhibition, % at 10.7 µM | 360,000 compounds, 0.14% hits | AID 652163;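 active = mean inhibition of at least 70% across replicates, with every replicate also reaching that level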
Target sequence (P26447 whole entry, looked up): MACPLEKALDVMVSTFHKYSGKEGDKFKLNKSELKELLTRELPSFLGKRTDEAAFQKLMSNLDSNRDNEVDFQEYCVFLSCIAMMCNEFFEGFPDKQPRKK
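Test system – S100A4 monomer (human) · Compound – single-point compound testing · Schedule – 5 min incubation before reading · Probe or stimulus – TAMRA-labelled myosin IIA heavy-chain peptide probe, 5 nM · Benchmarks – neutral control DMSO, positive control TFP · Medium – Calcium-containing HEPES buffer, pH 7.2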
FN deposition inh: fibronectin deposition inhibition | AH1F fibroblasts, Alexa488-fibronectin deposition fluorescence, overnight | inhibition, % at 12.6 µM | 350,000 compounds, 0.086% hits;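 active = mean inhibition across replicates of 30% or more, regardless of how many single replicates reach that level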;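 note: positive control wells lacked labelled fibronectin entirely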
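Material – AH1F fibroblast monolayer, labelled fibronectin deposition · Reagent – labelled fibronectin 24 nM · Timing – 1 h adhesion, overnight exposure · Measured by – fluorescence at 485 nm excitation, 525 nm emission · Read-out – inhibition of fibronectin deposition signal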
Statin myotox sup: suppressors of simvastatin-induced myotoxicity in C2C12 myotubes; ATP luminescence, 48 h; scaled: DMSO 0, geranylgeraniol control 100; rescue of ATP level, % at 7.49 µM; 330,000 compounds, 0.78% hits;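 active = mean ATP rescue above about 67%, or every replicate alone reaching that limit, limit read from the data, passing the limit was not always enough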;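 note: myotubes were challenged with 10 µM simvastatin during compound exposure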
SIRT5 block: inhibitors of human sirtuin-5 desuccinylase | inhibition, % at 15 µM | Purified SirT5, succinyl-peptide AMC, trypsin-coupled fluorescence | 330,000 compounds, 1.1% hits | Q9NXA8; in the data active = inhibition above about 15%
Target sequence (Q9NXA8 whole entry, looked up): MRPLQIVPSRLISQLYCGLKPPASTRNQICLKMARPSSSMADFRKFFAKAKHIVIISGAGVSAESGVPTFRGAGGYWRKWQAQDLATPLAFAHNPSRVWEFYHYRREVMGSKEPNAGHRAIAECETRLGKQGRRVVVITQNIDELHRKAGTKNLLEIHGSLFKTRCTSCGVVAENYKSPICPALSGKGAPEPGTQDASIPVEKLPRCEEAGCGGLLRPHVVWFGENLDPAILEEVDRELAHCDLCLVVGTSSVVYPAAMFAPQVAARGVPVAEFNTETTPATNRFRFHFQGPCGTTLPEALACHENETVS
Casp6 inh: blocks human caspase-6 cleavage activity. purified caspase-6, Z-VEID-R110 cleavage fluorescence. 350,000 compounds, 0.53% hits. inhibition, % at 12.5 µM. P55212;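 active = mean inhibition across replicates at least about 35%, with every replicate also reaching that limit, limit read from the data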;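 note: 0% = median of neutral control wells and 100% = no fluorescence left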
Target sequence (P55212 24-179 limits assumed): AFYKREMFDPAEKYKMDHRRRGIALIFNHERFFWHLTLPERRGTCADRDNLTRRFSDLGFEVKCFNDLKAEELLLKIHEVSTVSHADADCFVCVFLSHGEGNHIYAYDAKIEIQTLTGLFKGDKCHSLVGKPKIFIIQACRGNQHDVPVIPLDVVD
Target sequence (P55212 194-293 limits assumed): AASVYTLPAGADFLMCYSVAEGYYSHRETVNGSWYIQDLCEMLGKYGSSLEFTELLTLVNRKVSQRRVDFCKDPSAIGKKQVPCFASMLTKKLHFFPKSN
esBAF inh: SWI/SNF esBAF complex inhibition. reporter increase, % at 12.5 µM. mouse ES cells, Bmi1-luciferase knock-in reporter, 24 h; 100% = twice the neutral-well signal. 350,000 compounds, 2% hits; in the data active = activation above about 40%;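 note: 0% = median of the plate's neutral control wells and 100% = double that signal; a rise in the Bmi1 reporter signal indicates esBAF inhibition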
LGR2 antag: Drosophila LGR2 receptor signaling inhibition; HEK293 LGR2, CRE-luciferase, bursicon-stimulated, 4 h; inhibition, % at 9.99 µM; 380,000 compounds, 0.35% hits;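 active = drop in luminescence signal, shown as inhibition above about 50% in the replicate tests, limit read from the data, passing the limit was not always enough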;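 note: agonist challenge used bursicon conditioned medium at about half maximal strength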
Active calls of the source: *; · = not tested or not shown. A portion of the library; count on the stated rates, not on these rows.

Screens by letter: A = S100A4 inh HTS; B = FN deposition inh; C = Statin myotox sup; D = SIRT5 block; E = Casp6 inh; F = esBAF inh; G = LGR2 antag
N#Cc1ccc(C(=O)NNC(=O)c2ccncc2)cc1
  A = 3 | B = 1 | C = -1 | D = 2 | E = 0 | F = -2 | G = 8
COc1ccc(Cc2nnc(N/N=C(\C)c3ccccc3)[nH]c2=O)cc1OC
  A = -4 | B = -11 | C = 9 | D = -2 | E = -1 | F = 2 | G = 10
COc1ccc(C(=O)Nc2nc(C)cs2)cc1S(=O)(=O)N1CCOCC1
  A = -3 | B = · | C = -17 | D = · | E = 0 | F = 7 | G = 6
O=C(Nc1cc(Cl)cc(Cl)c1)N[C@H]1CC[C@H](CCNS(=O)(=O)c2cccc(F)c2)O[C@H]1CO
  A = 1 | B = -10 | C = 10 | D = 4 | E = 3 | F = -4 | G = 14
C#CCNC(=O)C[C@@H]1C[C@@]2(C(=O)OCC)CCCC=C2N(Cc2ccc3c(c2)OCO3)C1=O
  A = -1 | B = 17 | C = · | D = 1 | E = 0 | F = · | G = 31
CC(=O)c1cc2c(cc1N(C(=O)Cn1nnc3ccccc31)C(C(=O)NCCC(C)C)c1cccnc1)OCO2 (configuration not stated)
  A = 3 | B = -1 | C = · | D = 0 | E = -1 | F = · | G = -22
CCOC(=O)N1CCC(N(CCN(C)C)C(=S)Nc2cccc(C)c2)CC1
  A = 1 | B = -2 | C = · | D = 2 | E = -24 | F = · | G = 5
C[C@@H]1CCCCO[C@H](CN(C)S(C)(=O)=O)[C@H](C)CN([C@@H](C)CO)C(=O)c2cc(NC(=O)C3CCCCC3)ccc2O1
  A = 20 | B = · | C = 37 | D = 0 | E = 0 | F = 2 | G = -5
Cc1noc(C)c1NC(=O)Nc1cccc2c1O[C@H](CN(C)C)[C@@H](C)CN([C@@H](C)CO)C2=O
  A = -5 | B = · | C = -2 | D = 0 | E = -3 | F = -6 | G = 10
C[C@@H]1CN([C@@H](C)CO)C(=O)c2cc(NC(=O)CCC(F)(F)F)ccc2O[C@@H](C)CCCCO[C@@H]1CN(C)C(=O)Nc1cccc2ccccc12
  A = · | B = -6 | C = · | D = · | E = · | F = -1 | G = 2

Retrieved one by one from the entries so far, 2 records:
Screens by letter: A = S100A4 inh HTS; B = FN deposition inh; C = Statin myotox sup; D = SIRT5 block; E = Casp6 inh; F = esBAF inh; G = LGR2 antag
C#CCNC(=O)C[C@@H]1C[C@@]2(C(=O)OCC)CCCC=C2N(Cc2ccc3c(c2)OCO3)C1=O
  A = -1 | B = 17 | C = · | D = 1 | E = 0 | F = · | G = 31
COc1ccc(Cc2nnc(N/N=C(\C)c3ccccc3)[nH]c2=O)cc1OC
  A = -4 | B = -11 | C = 9 | D = -2 | E = -1 | F = 2 | G = 10

Continuation.
Screens by letter: A = S100A4 inh HTS; B = FN deposition inh; C = Statin myotox sup; D = SIRT5 block; E = Casp6 inh; F = esBAF inh; G = LGR2 antag
Cc1ccc2nc(NC(=O)C3CCN(S(=O)(=O)c4cccs4)CC3)sc2c1
  A = · | B = -5 | C = 6 | D = · | E = · | F = -1 | G = 34
CCCNC(=O)C[C@H]1C[C@H]2c3cc(NC(=O)C4CCOCC4)ccc3O[C@H]2[C@H](CO)O1
  A = 1 | B = -31 | C = 5 | D = -1 | E = 1 | F = 2 | G = -4
CCCCN(C(=O)C1CCCO1)c1c(N)n(CC(C)C)c(=O)[nH]c1=O (configuration not stated)
  A = -4 | B = -3 | C = 3 | D = 0 | E = 2 | F = 3 | G = 1
Cc1cccc(CSc2ccc(-c3cccs3)nn2)c1
  A = · | B = -14 | C = -15 | D = · | E = · | F = 51* | G = -59
CS(=O)(=O)N1CC(=O)N2[C@H](CO)[C@@H](c3ccc(C#CC4CCCC4)cc3)[C@H]2C1
  A = 0 | B = · | C = · | D = 3 | E = 1 | F = · | G = -2
CC(=O)N1CCN(C(=O)COc2ccc3oc4c(c3c2)CCCC4)CC1
  A = 1 | B = 4 | C = 7 | D = -1 | E = 0 | F = -2 | G = 15
Cc1ccc(NC(=S)N2CCC(N(C)CC3CCCO3)CC2)cc1 (configuration not stated)
  A = -8 | B = 7 | C = -9 | D = 3 | E = -16 | F = 0 | G = -2
COC(=O)CC/C(=N/Nc1ccc(Cl)c(Cl)c1)C(=O)OC
  A = -1 | B = 27 | C = · | D = 8 | E = -3 | F = · | G = ·
CCNC(=S)N1CCN(Cc2ccccc2)CC1
  A = 10 | B = -4 | C = · | D = 1 | E = 0 | F = · | G = 8
COC(=O)c1cccc(NC(=O)c2ccc3c(c2)C(=O)N(Cc2cccnc2)C3=O)c1C
  A = -3 | B = · | C = -28 | D = 0 | E = 4 | F = -4 | G = -4
CSc1ccc(Cn2c(C)c(C(=O)NCc3ccccc3C(F)(F)F)sc2=O)cc1
  A = -5 | B = 5 | C = 12 | D = · | E = -1 | F = -2 | G = -5
Cc1cc(C)cc(C(=O)NCCN2CCOCC2)c1
  A = 5 | B = -1 | C = 2 | D = 1 | E = 1 | F = -5 | G = -19
C[C@H](CO)N1C[C@H](C)[C@H](CN(C)S(=O)(=O)c2cccs2)Oc2ccc(NC(=O)Cc3ccccc3)cc2C1=O
  A = -11 | B = · | C = -1 | D = 2 | E = 3 | F = 2 | G = 11
O=C(NCCS(=O)(=O)N1CCN(c2cccc(Cl)c2)CC1)c1cc(=O)c2ccccc2o1
  A = -19 | B = -6 | C = -7 | D = -5 | E = 0 | F = 11 | G = 7
CCC(=O)N1CCN(c2nnc(-c3ccccc3)c3ccccc23)CC1
  A = -4 | B = 1 | C = 12 | D = -2 | E = 1 | F = -4 | G = -2
C[C@H](CO)N1C[C@H](C)[C@@H](CN(C)C(=O)c2ccccc2F)Oc2ncc(C#CC(C)(C)O)cc2C1=O
  A = -4 | B = 2 | C = -4 | D = 4 | E = -2 | F = 2 | G = -2
O=C1CC(c2ccccc2)CN1C(=O)c1cccnc1 (configuration not stated)
  A = 5 | B = -14 | C = 17 | D = -2 | E = 0 | F = -1 | G = -13
CC(C)C(=O)NC(c1cccc([N+](=O)[O-])c1)c1c(O)ccc2ccccc12 (configuration not stated)
  A = -3 | B = -3 | C = 4 | D = -2 | E = 0 | F = 39 | G = -18
CCc1nnc(NC(=O)C(C)C)s1
  A = · | B = 3 | C = 9 | D = · | E = · | F = -6 | G = ·
CC(=O)Nc1ccc(Nc2cc(N3CCOCC3)c3nonc3c2[N+](=O)[O-])cc1
  A = 1 | B = -14 | C = · | D = -2 | E = -1 | F = · | G = -61

Profiles, looked up by structure:
CCc1nnc(NC(=O)C(C)C)s1 as listed: S100A4 inh HTS = ·; FN deposition inh = 3; Statin myotox sup = 9; SIRT5 block = ·; Casp6 inh = ·; esBAF inh = -6; LGR2 antag = ·
Cc1cc(C)cc(C(=O)NCCN2CCOCC2)c1 as listed: S100A4 inh HTS = 5; FN deposition inh = -1; Statin myotox sup = 2; SIRT5 block = 1; Casp6 inh = 1; esBAF inh = -5; LGR2 antag = -19

Following part:
Screens by letter: A = S100A4 inh HTS; B = FN deposition inh; C = Statin myotox sup; D = SIRT5 block; E = Casp6 inh; F = esBAF inh; G = LGR2 antag
COc1cccc(N2C(=NC(=O)CCC3CCCC3)SC3CS(=O)(=O)CC32)c1 (configuration not stated)
  A = -7 | B = 0 | C = -22 | D = 2 | E = 7 | F = 5 | G = 2
Cc1ccc(NCc2nnc(SCCN3CCCCC3)n2CC2CCCO2)c(C)c1 (configuration not stated)
  A = · | B = -12 | C = -3 | D = · | E = · | F = -6 | G = ·
COc1cccc(CN2CC3(CN(CC4CC4)C3)c3c([nH]c4cc(OC)ccc34)[C@@H]2CO)c1
  A = 3 | B = · | C = · | D = -1 | E = 3 | F = · | G = 1
CCC1(c2ccccc2)NC(=O)N(CC(=O)N(C)Cc2ccccc2)C1=O (configuration not stated)
  A = 7 | B = -3 | C = -3 | D = -2 | E = -3 | F = 6 | G = 12
C[C@H](CO)N1C[C@H](C)[C@@H](CN(C)Cc2ccccc2)Oc2ncc(-c3ccccc3F)cc2C1=O
  A = -13 | B = -9 | C = -1 | D = · | E = 0 | F = -5 | G = 3
CC(C)(C)c1ccc(OCC(=O)NCc2ccco2)cc1
  A = · | B = 4 | C = -71 | D = · | E = · | F = 9 | G = ·
COC(=O)CCCn1nc(NC(=O)COc2ccc(F)cc2)cc1C
  A = -22 | B = 5 | C = 7 | D = -1 | E = 0 | F = 2 | G = -27
CCC(=O)N1[C@@H](CO)[C@@H](c2ccc(-c3cccc(F)c3)cc2)[C@@H]1CNC(C)=O
  A = · | B = -6 | C = -2 | D = · | E = · | F = -1 | G = -15
COc1ccc(CN2C[C@@H](O)COC[C@H]3O[C@H](CC(=O)NCc4ccccc4Cl)CC[C@@H]32)cc1
  A = -1 | B = 4 | C = 22 | D = -2 | E = 0 | F = 3 | G = 16
CC(OC(=O)C1CC1)C(=O)Nc1cc(C(F)(F)F)ccc1Cl (configuration not stated)
  A = -5 | B = -4 | C = 0 | D = -1 | E = 2 | F = -4 | G = 11

Next section, starting with the last 3 of the part before.
Screens by letter: A = S100A4 inh HTS; B = FN deposition inh; C = Statin myotox sup; D = SIRT5 block; E = Casp6 inh; F = esBAF inh; G = LGR2 antag
CCC(=O)N1[C@@H](CO)[C@@H](c2ccc(-c3cccc(F)c3)cc2)[C@@H]1CNC(C)=O
  A = · | B = -6 | C = -2 | D = · | E = · | F = -1 | G = -15
COc1ccc(CN2C[C@@H](O)COC[C@H]3O[C@H](CC(=O)NCc4ccccc4Cl)CC[C@@H]32)cc1
  A = -1 | B = 4 | C = 22 | D = -2 | E = 0 | F = 3 | G = 16
CC(OC(=O)C1CC1)C(=O)Nc1cc(C(F)(F)F)ccc1Cl (configuration not stated)
  A = -5 | B = -4 | C = 0 | D = -1 | E = 2 | F = -4 | G = 11
C[C@H](CO)N1C[C@H](C)[C@H](CN(C)CC2CC2)Oc2ccc(NC(=O)Nc3ccc(C(F)(F)F)cc3)cc2CC1=O
  A = -32 | B = · | C = 13 | D = 6 | E = 0 | F = -7 | G = 2
CCNC(=O)NC(=O)CSc1ccc(S(=O)(=O)N2CCOCC2)cn1
  A = 2 | B = 2 | C = -6 | D = 1 | E = -5 | F = -1 | G = -17
O=S(=O)(c1ccc(F)cc1)N1CCCC(c2nc(-c3ccc(F)cc3)no2)C1 (configuration not stated)
  A = 0 | B = -2 | C = 3 | D = -4 | E = 3 | F = 7 | G = -2
Cc1ccc(CNC(=O)c2ccc(NC(=O)C3=CSCCO3)cc2)cc1
  A = 0 | B = -9 | C = -16 | D = 0 | E = 3 | F = 17 | G = -17
O=C(Nc1ccc2c(c1)OCCO2)C1CCN(c2nnnn2-c2ccccc2)CC1
  A = 3 | B = · | C = 10 | D = -9 | E = 4 | F = -10 | G = 1
C[C@H](NC(=O)c1nc[nH]c1C(=O)N[C@@H](Cc1ccccc1)C(=O)OC(C)(C)C)C(=O)OC(C)(C)C
  A = 1 | B = -7 | C = 9 | D = 6 | E = -2 | F = 7 | G = 11
N#C[C@@H]1[C@@H](c2ccc(-c3cccc(F)c3)cc2)[C@@H](CO)N1c1nc(-c2ccccc2)cs1
  A = -7 | B = -25 | C = -6 | D = 4 | E = -2 | F = 2 | G = -4
COC(=O)C/C(N)=C(\C#N)C(=O)OC
  A = 0 | B = -6 | C = -7 | D = -3 | E = 2 | F = 0 | G = 11
C=CCn1c(NCCOC)nc2c1c(=O)n(C)c(=O)n2C
  A = · | B = 8 | C = 13 | D = · | E = · | F = 3 | G = ·
C[C@@H]1CN([C@@H](C)CO)C(=O)c2cc(NC(=O)C3CCCCC3)ccc2O[C@@H](C)CCCCO[C@@H]1CN(C)C(=O)CCC(F)(F)F
  A = -1 | B = -21 | C = · | D = 10 | E = -2 | F = 5 | G = 2
COc1ccc(C(NC(=O)CN2C(=O)NC3(CCc4ccccc43)C2=O)c2ccccc2)cc1 (configuration not stated)
  A = 1 | B = -3 | C = 15 | D = -3 | E = 2 | F = 3 | G = 0
O=C(CCN1N=C(c2ccccc2)CCC1=O)NCC1COc2ccccc2O1 (configuration not stated)
  A = 13 | B = 4 | C = 1 | D = -2 | E = -3 | F = 0 | G = 3
